Compound activity as filed in PubChem BioAssay.
Bcl-XL Bim block: inhibitors of Bim-Bcl-XL interaction, human | Q07817 | Bim peptide-Bcl-XL binding, bead flow cytometry, fluorescence | inhibition, % at 10 µM | 190,000 tested, 0.04% active
Bim-Bcl-B: inhibitors of Bim-Bcl-B interaction, human. inhibition, % at 10 µM. 190,000 tested, 0.073% active. bead-based flow cytometry, Bim peptide-Bcl-B binding;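 note: 0% = tracer peptide without compound and 100% = reference inhibitor peptide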
Target sequence (Q9HD36 whole entry, looked up): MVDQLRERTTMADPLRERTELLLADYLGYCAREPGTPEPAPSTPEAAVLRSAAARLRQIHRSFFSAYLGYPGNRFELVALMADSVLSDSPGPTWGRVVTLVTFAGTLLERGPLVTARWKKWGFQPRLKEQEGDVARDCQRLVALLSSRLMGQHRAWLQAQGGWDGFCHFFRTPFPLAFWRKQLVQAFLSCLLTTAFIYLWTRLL
Mcl1 Noxa PPI: disrupts binding of human Mcl-1 to Noxa peptide. Q07820. TR-FRET Mcl-1/Noxa peptide binding, 2 h. inhibition, % at 21.7 µM. 220,000 tested, 1.5% active;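 active = compounds that cut the protein-peptide binding signal by more than 50% relative to plate controls in a single-dose test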;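 note: His-tagged Mcl-1 with rhodamine Noxa BH3 peptide and terbium anti-His antibody; 0% = Mcl-1 plus Noxa peptide wells and 100% = peptide-only wells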
Target sequence (Q07820 whole entry, looked up): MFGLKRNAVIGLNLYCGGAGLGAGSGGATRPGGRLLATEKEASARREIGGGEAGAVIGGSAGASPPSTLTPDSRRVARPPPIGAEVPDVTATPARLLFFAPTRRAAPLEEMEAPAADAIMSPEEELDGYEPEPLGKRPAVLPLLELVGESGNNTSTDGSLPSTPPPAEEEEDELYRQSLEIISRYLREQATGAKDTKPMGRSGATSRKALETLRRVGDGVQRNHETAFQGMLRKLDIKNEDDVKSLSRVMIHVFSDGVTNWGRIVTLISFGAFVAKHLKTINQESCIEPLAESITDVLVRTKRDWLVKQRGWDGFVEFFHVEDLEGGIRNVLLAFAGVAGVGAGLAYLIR
Mcl-1 Bim block: inhibitors of Bim-Mcl-1 interaction, human; Q07820; Bead-based flow cytometry, Bim peptide-Mcl-1 binding; inhibition, % at 10 µM; 190,000 tested, 0.1% active;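 note: 0% = no compound tracer wells and 100% = peptide blocker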
Bfl-1 Bim block: disrupts Bim binding to human Bfl-1; Q16548; Bead-based flow cytometry, Bim-Bfl-1 binding inhibition; inhibition, % at 10 µM; 190,000 tested, 0.12% active; AID 1008;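 note: 0% = wells without compound plus tracer and 100% = blocker peptide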
RGS4-Gao reg: human RGS4-Galphao interaction regulation. P09471. Multiplexed bead flow cytometry, RGS4-Galphao binding; actives lie on both sides. binding response (% of control), % at 10 µM. 220,000 tested, 0.33% active; in the data active = binding response below about 49% or above about 150%; inactive = in between;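 note: fluorescent Galphao activated with aluminum fluoride binding bead-coupled RGS4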
Mcl1-Bid inh: Mcl-1/Bid interaction inhibition. TR-FRET Mcl-1/Bid-Dy647 peptide binding, 1536-well. 220,000 tested, 0.97% active. AID 1021. inhibition, % at 21.7 µM. Q07820;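 active = compounds that cut the binding signal by more than half at the single screening dose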;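 note: His-tagged Mcl-1 with europium anti-His antibody binding Bid BH3 peptide; 0% = Mcl-1 plus peptide wells and 100% = peptide-only wells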
Bim-Bcl-2: inhibitors of Bim-Bcl-2 interaction, human; Bead-based flow cytometry, Bim peptide-Bcl-2 binding; inhibition, % at 10 µM; 190,000 tested, 0.06% active; in the data active = inhibition above about 40%; inconclusive = no clear call, values can overlap the other calls;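 note: 0% = no compound wells with probe peptide and 100% = reference peptide inhibitor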
Target sequence (P10415 whole entry, looked up): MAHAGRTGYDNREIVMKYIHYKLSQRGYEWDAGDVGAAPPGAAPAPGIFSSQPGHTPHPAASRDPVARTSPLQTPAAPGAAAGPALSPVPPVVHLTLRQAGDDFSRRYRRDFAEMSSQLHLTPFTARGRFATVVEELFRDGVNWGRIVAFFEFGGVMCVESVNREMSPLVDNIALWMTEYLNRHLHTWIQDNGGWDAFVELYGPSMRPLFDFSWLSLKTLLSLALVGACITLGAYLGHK
RGS8-Gao: human RGS8-Galphao interaction regulation; multiplexed bead flow cytometry, RGS8-Galphao binding; actives lie on both sides; response (percent of control binding), % at 10 µM; 220,000 tested, 0.34% active; AID 1423; in the data active = response below about 60% or above about 140%; inactive = in between;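 note: Galphao activated as the GDP aluminium fluoride complex binding bead-coupled RGS8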
RGS7-Gao reg: modulates binding of RGS7 to human Galphao; P09471; Multiplexed bead flow cytometry; actives lie on both sides; binding response (% of control), % at 10 µM; 220,000 tested, 0.35% active; in the data active = binding response below about 49% or above about 150%; inconclusive = no clear call, values can overlap the other calls; inactive = in between;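 note: fluorescent Galphao held in activated GDP-AlF4 state binding bead-coupled RGS7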
Bim-Bcl-W: human Bim-Bcl-W interaction inhibition; Q92843; bead-based flow cytometry, Bim peptide-Bcl-W binding; inhibition, % at 10 µM; 190,000 tested, 0.02% active;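 note: 0% = bound tracer without compound and 100% = peptide blocker; higher means less fluorescent Bim peptide bound to Bcl-W beads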
Target sequence (Q92843 whole entry, looked up): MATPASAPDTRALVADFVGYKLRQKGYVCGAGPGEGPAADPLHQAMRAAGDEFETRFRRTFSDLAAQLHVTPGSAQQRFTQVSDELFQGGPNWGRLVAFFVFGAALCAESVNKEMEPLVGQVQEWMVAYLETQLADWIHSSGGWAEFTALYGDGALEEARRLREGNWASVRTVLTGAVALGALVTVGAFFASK
An asterisk follows results filed as active. Cut-off read from the data, not from the text of the source, unless noted: active = inhibition above about 40%.

CCOC(=O)C(/C(C)=N/NC(=O)c1ccccc1[N+](=O)[O-])C(C)C (centres undefined) was read as Bcl-XL Bim block -6, Bim-Bcl-B -6, Mcl1 Noxa PPI -3, Mcl-1 Bim block -2, Bfl-1 Bim block -17, RGS4-Gao reg 97, Mcl1-Bid inh -24, Bim-Bcl-2 -9, RGS8-Gao 97, RGS7-Gao reg 95 and Bim-Bcl-W 0.
For COc1ccc(/C=c2/sc3nc(-c4ccccc4)c(-c4ccccc4)n3c2=O)cc1 the results were Bcl-XL Bim block -9, Bim-Bcl-B -7, Mcl1 Noxa PPI 10, Mcl-1 Bim block -7, Bfl-1 Bim block -4, RGS4-Gao reg 97, Mcl1-Bid inh 4, Bim-Bcl-2 -9, RGS8-Gao 96, RGS7-Gao reg 97 and Bim-Bcl-W -9.
COCCOC(=O)c1c(C)n(C)c2ccc(OC(=O)C3CC3)cc12 was read as Bcl-XL Bim block -5, Bim-Bcl-B -8, Mcl1 Noxa PPI 20, Mcl-1 Bim block 0, Bfl-1 Bim block -13, RGS4-Gao reg 113, Mcl1-Bid inh 2, Bim-Bcl-2 -11, RGS8-Gao 104, RGS7-Gao reg 114 and Bim-Bcl-W 0.
`O=C(O/N=C(/c1ccccc1)c1ccncc1)c1ccc(F)cc1` gave Bcl-XL Bim block -2, Bim-Bcl-B 0, Mcl1 Noxa PPI -1, Mcl-1 Bim block 0, Bfl-1 Bim block 6, RGS4-Gao reg 89, Mcl1-Bid inh -6, Bim-Bcl-2 1, RGS8-Gao 95, RGS7-Gao reg 99 and Bim-Bcl-W -6.
For O=C(OCC(=O)N1CCCCC1)c1c[nH]c(=O)[nH]c1=O the results were Bcl-XL Bim block 0, Bim-Bcl-B -1, Mcl1 Noxa PPI 9, Mcl-1 Bim block -1, Bfl-1 Bim block 0, RGS4-Gao reg 106, Mcl1-Bid inh -9, Bim-Bcl-2 0, RGS8-Gao 103, RGS7-Gao reg 105 and Bim-Bcl-W 0.
For C/C=C(/C)C(=O)O[C@@H]1[C@H](OC(C)=O)c2c(ccc3ccc(=O)oc23)OC1(C)C the results were Bcl-XL Bim block 0, Bim-Bcl-B -5, Mcl1 Noxa PPI 11, Mcl-1 Bim block 0, Bfl-1 Bim block 0, RGS4-Gao reg 104, Mcl1-Bid inh -1, Bim-Bcl-2 -1, RGS8-Gao 103, RGS7-Gao reg 102 and Bim-Bcl-W 0.
For CN1CCN(C(=O)C2=C[C@H](c3ccc(C(F)(F)F)cc3)C[C@H](OCc3ccc(CO)cc3)O2)CC1 the results were Bcl-XL Bim block -1, Bim-Bcl-B -3, Mcl1 Noxa PPI -5, Mcl-1 Bim block -1, Bfl-1 Bim block 1, RGS4-Gao reg 99, Mcl1-Bid inh -7, Bim-Bcl-2 -2, RGS8-Gao 101, RGS7-Gao reg 97 and Bim-Bcl-W -5.
Cc1cc(C(=O)N/N=C/c2ccccc2)c(C)o1 was read as Mcl1 Noxa PPI 9, RGS4-Gao reg 99, Mcl1-Bid inh -60, RGS8-Gao 102 and RGS7-Gao reg inconclusive.
COc1ccc(NS(=O)(=O)c2cccc3nonc23)c(OC)c1 was read as Bcl-XL Bim block -2, Bim-Bcl-B -4, Mcl1 Noxa PPI 5, Mcl-1 Bim block 0, Bfl-1 Bim block 10, RGS4-Gao reg 103, Mcl1-Bid inh -9, Bim-Bcl-2 0, RGS8-Gao 100, RGS7-Gao reg 101 and Bim-Bcl-W -1.
COc1ccc(-c2[nH]c(-c3ccc(SC)cc3)nc2SCC(=O)Nc2nccs2)cc1 was read as Bcl-XL Bim block -1, Bim-Bcl-B 0, Mcl1 Noxa PPI 3, Mcl-1 Bim block 0, Bfl-1 Bim block 6, RGS4-Gao reg 106, Mcl1-Bid inh -23, Bim-Bcl-2 2, RGS8-Gao 101, RGS7-Gao reg 111 and Bim-Bcl-W 0.
For Cc1n[nH]c(C)c1S(=O)(=O)N1CCN(c2ccccn2)CC1 the results were Bcl-XL Bim block 0, Bim-Bcl-B -4, Mcl1 Noxa PPI -10, Mcl-1 Bim block -3, Bfl-1 Bim block -3, RGS4-Gao reg 101, Mcl1-Bid inh 70*, Bim-Bcl-2 -1, RGS8-Gao 100, RGS7-Gao reg 102 and Bim-Bcl-W -2.
Screening O=C(/C=C/c1ccc(Cl)cc1)NCCN1CCOCC1 returned Bcl-XL Bim block -1, Bim-Bcl-B 3, Mcl1 Noxa PPI -15, Mcl-1 Bim block 0, Bfl-1 Bim block 0, RGS4-Gao reg 98, Mcl1-Bid inh -11, Bim-Bcl-2 -2, RGS8-Gao 100, RGS7-Gao reg 96 and Bim-Bcl-W 0.
`COc1ccc(N(C)S(=O)(=O)c2ccc(C)cc2)c([N+](=O)[O-])c1` gave Bcl-XL Bim block -2, Bim-Bcl-B -3, Mcl1 Noxa PPI 3, Mcl-1 Bim block 0, Bfl-1 Bim block -4, RGS4-Gao reg 104, Mcl1-Bid inh -26, Bim-Bcl-2 -6, RGS8-Gao 102, RGS7-Gao reg inconclusive and Bim-Bcl-W -1.
Screening CC(C)(C)CC(C)(C)NC(=O)c1ccc2snnc2c1 returned Mcl1 Noxa PPI 7, RGS4-Gao reg 104, Mcl1-Bid inh -7, RGS8-Gao 106 and RGS7-Gao reg inconclusive.
COC(=O)/C(=C/c1ccccc1)NC(=O)c1ccco1 was read as Bcl-XL Bim block -6, Bim-Bcl-B -1, Mcl1 Noxa PPI 1, Mcl-1 Bim block -2, Bfl-1 Bim block 1, RGS4-Gao reg 107, Mcl1-Bid inh -43, Bim-Bcl-2 0, RGS8-Gao 106, RGS7-Gao reg 106 and Bim-Bcl-W -2.
Screening COc1ccc(OC)c(S(=O)(=O)Nc2ccc(C)c(C)c2)c1 returned Bcl-XL Bim block -2, Bim-Bcl-B -4, Mcl1 Noxa PPI 8, Mcl-1 Bim block 4, Bfl-1 Bim block -4, RGS4-Gao reg 94, Mcl1-Bid inh -6, Bim-Bcl-2 0, RGS8-Gao 96, RGS7-Gao reg 97 and Bim-Bcl-W 3.
COc1cc(/C=C(/Sc2nnc(-c3ccc(F)cc3)o2)C(=O)O)ccc1OC(F)F was read as Bcl-XL Bim block -5, Bim-Bcl-B -3, Mcl1 Noxa PPI 14, Mcl-1 Bim block 0, Bfl-1 Bim block -2, RGS4-Gao reg 96, Mcl1-Bid inh -24, Bim-Bcl-2 -2, RGS8-Gao 100, RGS7-Gao reg 100 and Bim-Bcl-W -2.
`CCOC(=O)c1c(NC(=O)COc2ccccc2)sc2c1CC(C)(C)NC2(C)C` gave Bcl-XL Bim block -4, Bim-Bcl-B -5, Mcl1 Noxa PPI 18, Mcl-1 Bim block 0, Bfl-1 Bim block -6, RGS4-Gao reg 101, Mcl1-Bid inh -1, Bim-Bcl-2 0, RGS8-Gao 105, RGS7-Gao reg 101 and Bim-Bcl-W -2.
CC(=O)N1CCN(c2ccc(Oc3ncnc4sccc34)cc2)CC1 was read as Bcl-XL Bim block -10, Bim-Bcl-B -5, Mcl1 Noxa PPI 5, Mcl-1 Bim block 0, Bfl-1 Bim block -8, RGS4-Gao reg 105, Mcl1-Bid inh -13, Bim-Bcl-2 -6, RGS8-Gao 104, RGS7-Gao reg 108 and Bim-Bcl-W 0.
`CC(C)Cc1nc2oc3c(=O)[nH]cnc3c2c2c1CCC2` gave Bcl-XL Bim block -3, Bim-Bcl-B 1, Mcl1 Noxa PPI -2, Mcl-1 Bim block 3, Bfl-1 Bim block -4, RGS4-Gao reg 101, Mcl1-Bid inh 3, Bim-Bcl-2 -2, RGS8-Gao 99, RGS7-Gao reg 101 and Bim-Bcl-W 2.
`CCCCn1c(SCc2ccccn2)nc2c1c(=O)n(C)c(=O)n2C` gave Bcl-XL Bim block -3, Bim-Bcl-B -4, Mcl1 Noxa PPI -21, Mcl-1 Bim block -1, Bfl-1 Bim block -4, RGS4-Gao reg 102, Mcl1-Bid inh 1, Bim-Bcl-2 0, RGS8-Gao 99, RGS7-Gao reg 102 and Bim-Bcl-W -3.
Screening O=C1NC2(CCCCC2)C(=O)N1Cc1cccc(C(F)(F)F)c1 returned Bcl-XL Bim block 1, Bim-Bcl-B 1, Mcl1 Noxa PPI 8, Mcl-1 Bim block 0, Bfl-1 Bim block 0, RGS4-Gao reg 99, Mcl1-Bid inh -12, Bim-Bcl-2 0, RGS8-Gao 101, RGS7-Gao reg 90 and Bim-Bcl-W 3.
For CCCc1cc(C(=O)Nc2sc(C(C)=O)c(C)c2C(=O)OCC)no1 the results were Bcl-XL Bim block 0, Bim-Bcl-B -5, Mcl1 Noxa PPI -3, Mcl-1 Bim block 9, Bfl-1 Bim block -6, RGS4-Gao reg 98, Mcl1-Bid inh -9, Bim-Bcl-2 -7, RGS8-Gao 101, RGS7-Gao reg 102 and Bim-Bcl-W 3.
For CCCCOC(=O)NC1CCS(=O)(=O)C1 (centres undefined) the results were Bcl-XL Bim block 0, Bim-Bcl-B -8, Mcl1 Noxa PPI 19, Mcl-1 Bim block 2, Bfl-1 Bim block -11, RGS4-Gao reg 99, Mcl1-Bid inh 6, Bim-Bcl-2 -2, RGS8-Gao 100, RGS7-Gao reg 99 and Bim-Bcl-W 0.
CCC1CCCCN1CCCNC(=O)c1ccc(N2CCOCC2)c(NS(=O)(=O)c2ccc(OC)cc2)c1 (centres undefined) was read as Bcl-XL Bim block -3, Bim-Bcl-B -6, Mcl1 Noxa PPI 14, Mcl-1 Bim block 0, Bfl-1 Bim block -8, RGS4-Gao reg 102, Mcl1-Bid inh -30, Bim-Bcl-2 -3, RGS8-Gao 102, RGS7-Gao reg 97 and Bim-Bcl-W -2.
`CC(=O)c1cc(C)ccc1OC(=O)c1ccco1` gave Bcl-XL Bim block -5, Bim-Bcl-B 0, Mcl1 Noxa PPI 8, Mcl-1 Bim block -3, Bfl-1 Bim block -2, RGS4-Gao reg 105, Mcl1-Bid inh -4, Bim-Bcl-2 -1, RGS8-Gao 102, RGS7-Gao reg 102 and Bim-Bcl-W -2.
COc1ccc(NC(=O)CSc2nc(N)c3cc4c(nc3n2)CCCC4)c(OC)c1 was read as Bcl-XL Bim block 0, Bim-Bcl-B 1, Mcl1 Noxa PPI -9, Mcl-1 Bim block 0, Bfl-1 Bim block 2, RGS4-Gao reg 100, Mcl1-Bid inh -19, Bim-Bcl-2 0, RGS8-Gao 98, RGS7-Gao reg 99 and Bim-Bcl-W 0.
For O=C1C2C3C=CC(C3)C2C(=O)N1Cc1cccnc1 (centres undefined) the results were Bcl-XL Bim block 2, Bim-Bcl-B -7, Mcl1 Noxa PPI 6, Mcl-1 Bim block -1, Bfl-1 Bim block -15, RGS4-Gao reg 99, Mcl1-Bid inh -47, Bim-Bcl-2 -5, RGS8-Gao 102, RGS7-Gao reg 102 and Bim-Bcl-W -1.
CCCC(=O)Nc1cnc(NC(=O)c2cccc(F)c2)cc1C was read as Bcl-XL Bim block -4, Bim-Bcl-B -1, Mcl1 Noxa PPI 0, Mcl-1 Bim block -2, Bfl-1 Bim block -1, RGS4-Gao reg 98, Mcl1-Bid inh -16, Bim-Bcl-2 -5, RGS8-Gao 99, RGS7-Gao reg 101 and Bim-Bcl-W 0.
